# Assay outcomes from PubChem.
# HTR2A ag = mouse HTR2A agonism via beta-arrestin recruitment. 0.66% of 360,000 active. P35363. activation, % at 7.6 µM. CHO-K1 mHTR2A beta-arrestin complementation, luminescence; percent of 30 µM serotonin response;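 active means activation above a run cutoff, the mean activation of all tested compounds plus 3 SD, cut at about 14% in these data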;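 further: 0% = plate median of compound wells and 100% = 30 µM serotonin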
# PDI turbidity = PDI (human) enzyme inhibition. P07237. PDI insulin aggregation turbidity, A650, 90 min. inhibition, % at 10 µM. 0.052% of 350,000 active. AID 588391;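 active means mean inhibition across replicates of 30% or more, whatever share of single replicates reach that level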;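 further: absorbance from insulin aggregation driven by PDI reduction with DTT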
# Target sequence (P07237 whole entry, looked up): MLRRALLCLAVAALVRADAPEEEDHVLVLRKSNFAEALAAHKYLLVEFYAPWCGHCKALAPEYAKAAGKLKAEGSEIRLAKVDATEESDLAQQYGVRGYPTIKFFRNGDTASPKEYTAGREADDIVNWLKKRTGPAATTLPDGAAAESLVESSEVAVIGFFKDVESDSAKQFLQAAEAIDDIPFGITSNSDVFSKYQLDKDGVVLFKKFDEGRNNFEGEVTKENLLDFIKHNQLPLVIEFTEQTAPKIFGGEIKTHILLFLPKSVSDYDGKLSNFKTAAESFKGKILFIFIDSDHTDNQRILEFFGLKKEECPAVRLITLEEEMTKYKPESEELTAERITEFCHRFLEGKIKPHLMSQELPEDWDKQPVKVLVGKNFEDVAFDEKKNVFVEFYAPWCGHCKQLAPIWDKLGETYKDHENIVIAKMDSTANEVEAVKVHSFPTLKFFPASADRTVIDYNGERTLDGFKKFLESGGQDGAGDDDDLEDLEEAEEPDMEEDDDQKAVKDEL
# MC4R antag cAMP = blocks human MC4R cAMP signaling; P32245; MC4R-expressing cells, MTII-stimulated cAMP, LANCE TR-FRET; inhibition, % at 6.5 µM; 0.48% of 360,000 active; AID 540295;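 active means inhibition above its plate's cutoff, the mean of tested wells on that plate plus 3 SD, cut at about 29% in these data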;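 further: 0% = Melanotan II alone and 100% = Melanotan II plus saturating MCL0020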
# Target sequence (P32245 whole entry, looked up): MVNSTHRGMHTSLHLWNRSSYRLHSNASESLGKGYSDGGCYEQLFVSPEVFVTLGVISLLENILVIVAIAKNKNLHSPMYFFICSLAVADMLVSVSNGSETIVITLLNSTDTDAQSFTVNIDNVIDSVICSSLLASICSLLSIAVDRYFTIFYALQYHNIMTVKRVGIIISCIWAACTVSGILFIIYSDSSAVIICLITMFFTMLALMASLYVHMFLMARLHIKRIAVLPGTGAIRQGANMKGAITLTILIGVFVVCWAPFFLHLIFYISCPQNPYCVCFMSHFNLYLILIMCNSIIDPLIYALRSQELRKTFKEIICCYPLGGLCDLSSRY
#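 Material: human MC4R-expressing U2OS cells. Probe or stimulus: Melanotan II challenge. Dosing: 6.5 µM single dose. Times: 30-min compound, 1-h challenge, 1-h detection, room temperature. Technique: TR-FRET with Eu-cAMP and labeled anti-cAMP, 671 nm. Replication: singlicate.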
# MC4R barr agon = human MC4R agonism via beta-arrestin | activation, % at 8.9 µM | P32245 | AID 540308 | 0.98% of 360,000 active | U2OS MC4R beta-arrestin complementation, luminescence; percent of melanotan II response, DMSO zero;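 active means activation above a per-plate cutoff, the mean activation of sample wells on that plate plus 3 SD, cut at about 8% in these data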
# Vif imaging = blocks HIV Vif function; HEK293T cells, Vif self-association by quenched fluorescence, imaging, 24 h; inhibition, % at 7.49 µM; 0.35% of 340,000 active; AID 602346; in the data active means inhibition above about 50%, passing the limit was not always enough; further: some results filed as inactive read as strong as hits
# aDG glyco up = increases alpha dystroglycan glycosylation | activation, % at 10 µM | AID 624168 | Pro5-aDG cells, alpha-DG glycosylation AlphaScreen (IIH6); 0% Pro5, 100% B10-LARGE cell signal | 0.22% of 360,000 active;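 active means activation of at least 8% versus controls, or a plate z-score of at least 8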;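 further: Pro5 are CHO cells carrying HIG-tagged alpha-DG that lacks glycosylation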
# ABCB6 inh 2 = inhibitors of human ABC transporter ABCB6 | Q9NP58 | K562-ABCB6 porphyrin accumulation, flow cytometry, 1 h; active compounds read low | fluorescence ratio to DMSO, % at 10 µM | 0.19% of 360,000 active | AID 602162;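 active means fluorescence ratio to DMSO below 75%, the collection mean minus 3 SD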;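 further: signal is porphyrin accumulated inside mitochondria; 100% equals median channel fluorescence of DMSO control wells; lower ratio means ABCB6 inhibition with less porphyrin fluorescence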
# Cardio protect = modulators protecting cardiomyocytes from myocardial damage; protection from H2O2 cell death, % at 20 µM; H9c2 cardiomyocytes, H2O2 injury protection, ATPLite, 2 h; 0.63% of 360,000 active;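 active means compounds giving at least 50% protection of heart cells from peroxide-induced death in the single-dose screen, raw or plate-pattern-corrected value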;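 further: 0% = DMSO wells with peroxide and 100% = DMSO wells without peroxide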
# CaV13 ICDI inh = Primary screen for inhibitors of IQ motif and Ca2+-dependent inactivation inhibitor domain binding in CACNA1D, Förster resonance energy transfer in living cells, …. 0.098% of 340,000 active. HEK cells, CFP/YFP FRET ICDI-IQ, plate reader, 10 min; percent FRET-ratio fall versus neutral wells. inhibition, % at 12.3 µM;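 active means mean replicate inhibition of at least 30% and at least 1% of replicates passing that level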;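 further: 0% = median of the neutral control wells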
# Glyco luc inh = blocks N-linked glycosylation in D54 reporter cells; D54 ERlucT glycosylation luciferase reporter, 24 h; percent of 100 nM tunicamycin response; 0.23% of 360,000 active; reporter increase, % at 12.5 µM; AID 588692;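 active means mean luciferase reporter signal, scaled so untreated is 0 and the glycosylation-blocking control 100, at or above a set limit in every replicate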;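 further: luciferase carries N-glycosylation sites so blocking glycosylation raises the light; 0% = median of neutral control wells and 100% = median of 100 nM tunicamycin wells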
# * hit, by the source's call; nt = not tested or not shown.
SMILES,HTR2A ag,PDI turbidity,MC4R antag cAMP,MC4R barr agon,Vif imaging,aDG glyco up,ABCB6 inh 2,Cardio protect,CaV13 ICDI inh,Glyco luc inh
CC(=O)/C=C(\C)N=Nc1c(O)[nH]c2ccccc12,2,1,-22,0.5,-8,0.0,90,1,-2,3
O=C(Cc1ccc([N+](=O)[O-])cc1)c1c(O)cc(O)cc1O,3,1,-4,-1.8,9,0.1,100,-6,-6,1
Cc1ccccc1-n1c(SCC(=O)N(C)C2CCS(=O)(=O)C2)nnc1-c1ccncc1 (configuration not stated),3,-2,-8,-2.3,0,-0.2,96,6,-8,3
O=c1[nH]c(C2CCCCC2)nc2ccccc12,0,21,-4,-1.9,-1,0.0,97,13,-6,1
CCOc1ccccc1NC(=O)CSc1nnc(-c2ccco2)o1,-2,9,-22,-1.6,-1,-0.1,103,8,nt,7
Cc1cc(NCCCn2ccnc2)n2nc(-c3ccc(Cl)cc3)cc2n1,-3,27,3,-1.7,nt,1.9,104,-1,-2,3
CCN1C(=O)CSc2ccc(C(=O)NCc3ccccc3OC)cc21,-4,-1,23,0.8,nt,0.7,95,3,-7,1
COc1cccc(CC(=O)Nc2nc3c(s2)C(=O)CC(C)(C)C3)c1,-2,-6,0,0.1,-13,-0.5,100,-8,-3,3
C=CCc1cc(Cl)ccc1OCCOCCNCCOC,-4,-7,4,-1.1,-15,0.2,98,15,-5,-2
CC(CCn1cccn1)NC(=O)c1cc(COc2ccc(F)cc2Cl)on1 (configuration not stated),-7,-3,-5,-0.3,21,0.1,98,-2,1,-3
Cc1nn(C)c(C)c1NC(=O)CCCSc1nc(-c2ccco2)cc(C(F)(F)F)n1,2,1,3,0.6,-16,0.3,102,-2,nt,1
NCCCCCc1nnc(SC/C=C/c2ccccc2)o1,-5,1,-2,-1.4,12,3.0,100,0,-6,0
CCOC(=O)C1(Cc2cccc(OC)c2)CCN(Cc2cc(OC)ccc2OC)CC1,-2,1,3,1.7,0,0.6,101,-14,-5,-2
Cc1cc(C)nc(N2CCCC(C(=O)NCc3ccccc3)C2)n1 (configuration not stated),0,2,6,0.4,-9,-0.1,94,0,-5,2
Cc1ccccc1C(=O)Nc1ccc(N2CCCCCC2)cc1,-6,-4,24,5.9,-25,-0.6,92,-4,-3,1
CC1CN(c2nc3ccccc3nc2C(C#N)C(=O)OC2CCCCC2)CC(C)O1 (configuration not stated),-4,-6,1,-1.8,0,-0.2,90,8,-8,-4
CNC(=S)N(Cc1cccs1)Cc1cc2ccc(OC)cc2[nH]c1=O,1,-8,-4,0.5,6,0.5,90,10,-13,-1
O=c1c2ccccc2nc2n1C(CBr)CS2 (configuration not stated),6,-3,8,-3.1,-9,-0.2,89,12,-5,1
COc1ccc([N+](=O)[O-])cc1NC(=S)Nc1ccccc1,3,-2,-6,-2.8,2,-0.2,93,-2,nt,-5
CCOC(=O)C1CCCN(C2=NC(=O)/C(=C/c3ccc(O)c(OCC)c3)S2)C1 (configuration not stated),-4,6,3,-0.1,0,0.0,97,4,-5,2
O=C(O)c1c2c(nc3ccccc13)-c1ccccc1CC2,-2,0,15,-0.3,-6,0.2,100,-9,-3,-1
CN(C1CCS(=O)(=O)C1)S(=O)(=O)c1ccccc1[N+](=O)[O-] (configuration not stated),-2,-6,-2,-3.4,17,-0.2,95,-2,1,-3
CCC(C)(C)n1nnnc1CN1CCC(NC(=O)c2ccc(Br)cc2)CC1,-3,-10,24,0.6,-8,0.2,91,0,0,-3
O=C(COC(=O)CCC(=O)c1cccs1)NCc1ccco1,1,-2,5,-0.3,0,0.5,103,13,-5,-4
O=C(Nc1ccccc1C(=O)O)c1cccc(C(=O)Nc2ccccc2C(=O)O)c1,14,3,-3,1.0,110*,0.2,87,2,-23,0

# Carrying on.
SMILES,HTR2A ag,PDI turbidity,MC4R antag cAMP,MC4R barr agon,Vif imaging,aDG glyco up,ABCB6 inh 2,Cardio protect,CaV13 ICDI inh,Glyco luc inh
CN(CCc1ccccn1)C(=O)CCC1CCCN(Cc2ccccc2OC(F)F)C1 (configuration not stated),0,0,2,-1.8,-2,0.1,98,9,-6,-1
CC(C)NC(=O)N(C)C[C@H]1Oc2ccc(NS(=O)(=O)c3ccccc3)cc2C(=O)N([C@H](C)CO)C[C@@H]1C,4,21,8,0.6,-2,0.0,92,0,-6,-1
O=[N+]([O-])c1ccc(N2CCN(S(=O)(=O)c3ccccc3[N+](=O)[O-])CC2)cc1N1CCc2ccccc2C1,0,-8,4,0.0,-13,-0.3,100,4,-5,-4
Cc1cccc(N2CCN(C(=O)COc3ccc4ccc(=O)oc4c3)CC2)c1C,-7,8,-4,-2.1,-10,0.2,88,4,-6,7
CCOc1ccc(C(=O)Nc2nnc(S(=O)(=O)N(C)Cc3ccco3)s2)cc1,-2,0,-2,5.7,13,0.6,98,-5,-5,0
N#C/C(=C\c1ccc(Sc2ccc(Cl)cc2)o1)c1nc2ccccc2[nH]1,1,5,12,0.6,-2,2.1,107,-20,-183,1
CC(C)(C)C(=O)Nc1ccc(C(=O)N/N=C/c2ccccc2OC(=O)c2ccc(Cl)cc2Cl)cc1,2,6,11,-0.6,-7,0.4,94,11,-5,-4
CC(=O)c1sc(N2CCOCC2)nc1-c1ccccc1,-2,-2,12,-1.1,-5,0.0,96,8,0,1
COc1ccc([C@@H]2CC=C(C(=O)O)[C@H](c3cccc(Cl)c3)N2S(=O)(=O)c2ccc(Cl)cc2)cc1,-1,6,7,-1.7,nt,-0.1,94,1,-12,0
O=C1OCC(CO)(CO)N=C1NNc1ccccc1Cl,4,5,6,0.4,6,0.0,112,-2,-6,2
CC(=O)Oc1ccc(Cn2c(C)c(C(=O)NCCC#N)sc2=O)cc1,13,9,1,0.3,-4,0.0,98,6,24,2
Clc1ccc(OCCOCCNCc2ccccc2)cc1Cl,-1,6,9,2.1,6,0.3,98,2,-5,2
COc1ccc2c(c1)N(C)/C(=C1/SC(=S)N(NC(C)=O)C1=O)S2,3,0,-2,-0.7,0,0.0,104,-4,-1,-2
O=C(Nc1ccc([N+](=O)[O-])cc1)OCCc1ccccn1,0,-3,2,-1.4,-12,0.1,85,1,-18,-1
S=c1[nH]c2ccc3ccccc3c2[nH]1,4,19,-4,-1.6,-4,-0.2,101,4,-3,-1
COc1ccc(N2CCN(CCCNC(=O)c3cc4sccc4n3C)CC2)cc1,-4,-10,1,-0.5,-1,1.1,90,-2,-8,1
O=C(CSc1nnc(SCc2ccccc2)s1)N/N=C/c1c[nH]c2ccccc12,3,4,10,0.7,-2,-0.1,101,-8,2,1
COc1cc(C2CC(=O)Oc3c2c(=O)n(C)c2ccccc32)cc(OC)c1OC (configuration not stated),-5,3,38*,-1.6,3,0.0,103,6,-7,-1
CSc1ccccc1Sc1cc(C(=O)O)c2ccccc2n1,0,8,0,-1.4,-10,-0.3,99,9,-2,-1
Cc1cccc(C)c1-n1nnnc1C(c1ccccc1OC(F)(F)F)N1CCN(C/C=C/c2ccccc2)CC1 (configuration not stated),-5,nt,nt,nt,1,0.0,96,-4,-6,-9
Cc1cc(O)cc(C)c1Cl,-4,-17,4,-0.1,-5,-0.2,96,-20,-5,-1
Cc1ccc(N2C(=O)C3NN=C(C(=O)OCc4ccccc4)C3C2=O)c(C)c1 (configuration not stated),0,-5,1,-1.4,-8,-0.2,97,-4,-3,-1
Cc1cc(N2CCN(C)CC2)nc2ccc(NC(=S)N3CCN(c4ccc(F)cc4)CC3)cc12,-7,9,3,-1.0,10,-0.2,99,-25,-18,-4
COc1cccc(CC(=O)OCC(=O)NC2(C#N)CCCCC2)c1,-5,7,2,-0.7,nt,-0.2,98,8,-6,1
CCOC(=O)N1CCC(NCCNC(=O)c2ccc(Cl)cc2)CC1,3,21,4,0.4,29,0.1,101,2,-4,-1

# Record cards, as listed above. Screens in order: HTR2A ag | PDI turbidity | MC4R antag cAMP | MC4R barr agon | Vif imaging | aDG glyco up | ABCB6 inh 2 | Cardio protect | CaV13 ICDI inh | Glyco luc inh
# Profile of `CC(C)NC(=O)N(C)C[C@H]1Oc2ccc(NS(=O)(=O)c3ccccc3)cc2C(=O)N([C@H](C)CO)C[C@@H]1C` : 4 | 21 | 8 | 0.6 | -2 | 0.0 | 92 | 0 | -6 | -1
# Profile of `Cc1cccc(C)c1-n1nnnc1C(c1ccccc1OC(F)(F)F)N1CCN(C/C=C/c2ccccc2)CC1` (configuration not stated) : -5 | nt | nt | nt | 1 | 0.0 | 96 | -4 | -6 | -9

# (more compounds)
SMILES,HTR2A ag,PDI turbidity,MC4R antag cAMP,MC4R barr agon,Vif imaging,aDG glyco up,ABCB6 inh 2,Cardio protect,CaV13 ICDI inh,Glyco luc inh
COc1cccc(-c2nc3ccccc3s2)c1,-5,-1,2,1.4,-13,0.0,98,-30,-2,-13
Cc1nc(SCC(=O)O)c(C#N)c(C)c1CC(=O)c1ccccc1,-4,-2,5,-1.7,-4,0.1,100,6,-4,0
CCOc1ccc(NC(=S)Nc2cc(OC)c(Cl)cc2OC)cc1,4,-13,7,5.2,5,-0.3,101,-3,-16,0
CSc1nnc(-c2sc3cc(Cl)ccc3c2Cl)n1C,-2,3,-11,-1.3,nt,0.2,104,0,-8,nt
Cc1n[nH]c(=O)c2c(NC(=O)COC(=O)c3ncc(Cl)c(Cl)c3Cl)oc(C)c12,-2,-11,15,0.3,12,0.0,102,-3,-6,0
Cc1cc2c(cc1C)NC1(C(=O)Nc3ccccc31)C1=C(CC(C)(C)CC1=O)N2 (configuration not stated),-2,15,0,-1.2,-7,-0.2,91,-2,0,2
CCn1cc(C(=O)NCCO)c(=O)c2cc(F)c(N3CCN(C)CC3)cc21,0,-5,2,-3.3,-12,0.0,93,5,-11,1
CCOC(=O)C1CCN(C(=O)c2ccc3c(c2)C(=O)N(c2ccccc2C)C3=O)CC1,-5,-11,15,-3.0,-11,0.0,99,4,-2,1
CC(C)(C)C(=O)/C=c1\[nH]c(=O)/c(=C\c2ccc(F)cc2)s1,-3,-5,11,2.4,0,0.5,101,-5,nt,6
COc1ccc(NC(=O)CCn2cccc2)cc1,4,0,3,3.8,-15,-0.4,81,3,-6,0
O=c1c2cn[nH]c2nc(SCc2ccccc2F)n1-c1ccc(Br)cc1,-5,3,4,0.6,20,0.0,133,-4,5,-4
CC(=O)c1c(C)nn(C(=O)N2CCOCC2)c1C,-3,3,-1,-1.2,2,-0.2,93,0,-5,1
Cc1ccc(-c2nn3c(C)nnc3s2)cc1NC(=O)c1ccc(-c2ccc(Cl)cc2Cl)o1,1,7,6,0.6,-1,-0.2,89,-20,-3,-6
Cc1noc(C)c1CSc1nc2ccccc2c(=O)n1-c1ccccc1,-2,-8,-16,-1.1,8,-0.1,96,27,-1,21
COc1ccc(C2CC(c3ccccc3OC(C)=O)=NN2C(=O)/C=C/c2ccccc2)cc1 (configuration not stated),-4,3,10,0.9,8,-0.4,99,7,-6,0
Cc1onc(-c2ccccc2)c1C(=O)NCc1ccccn1,0,5,7,-1.0,10,0.1,97,-2,-5,0
O=C(Nc1ccc2snnc2c1)N1CCOCC1,3,-3,-7,-3.1,15,-0.1,102,11,-5,1
